# High-throughput results as filed in PubChem BioAssay.
# Yfh1-off respiration: enhancers of respiration in Yfh1-depleted yeast, dose response, Friedreich's ataxia, plus single-dose screen (AID 1465) | S. cerevisiae Yfh1-off respiration, WST-1 reduction, 72 h; higher fold induction means a stronger effect | fold induction at 50 µM, or EC50 in µM where a hit was titrated | 0.074% of 220,000 active;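 active means fold induction of absorbance versus untreated yeast above a set limit, then at least 30% activation at any dose in follow-up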;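 further: activators that raise dye reduction in frataxin-depleted yeast; strong numbers were not always called active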
# CSM14.1 death rescue: protection against thapsigargin-triggered cell killing – 384-well, CSM14.1, ATP luminescence, primary screen (AID 1222) | cellular ATP content (survival), % at 20 µM, or EC50 in µM where a hit was titrated | 190,000 tested, under 10 active | CSM14.1 thapsigargin-induced death rescue, ATP luminescence; higher % means a stronger effect;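 active means EC50 below 50 µM in the dose-response confirmation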;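 further: death triggered by thapsigargin at about 15 µM added after 2 h compound pretreatment; cell ATP read after overnight thapsigargin exposure of roughly 18 to 22 hours; normalized against plate controls of thapsigargin alone and 5% DMSO vehicle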
# Insulin prom up: MIN6 insulin promoter up-regulation. z-score at 5 µM. MIN6 insulin promoter-GFP reporter, high-content imaging; stronger effect = higher value. AID 1625. 0.3% of 190,000 active;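 active means z-score above 3 at 5 µM with at least 500 cells counted in the well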
# MT stabilize HCS: stabilizes microtubules in HeLa cells; 0.83% of 200,000 active; HeLa tubulin immunostaining HCS, 24 h; share of cells brighter than vehicle mean+2SD; % tubulin-high responders, % at 10 µM;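 active means plate Z-score above 3 for both tubulin-high and condensed-nucleus cell shares, with cell loss under 80%, at 10 µM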;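 further: anti alpha tubulin signal scored within the nucleus-defined area of each cell; some results filed as inactive read as strong as hits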
# M1AAP inhibition: P. falciparum M1AAP inhibitors, biochemical, fluorogenic H-Leu-NHMec substrate, 1536-well (AID 1445); recombinant M1AAP, H-Leu-NHMec fluorogenic kinetic assay; higher % means a stronger effect; inhibition, % at 30 µM, or IC50 in µM where a hit was titrated; 0.42% of 220,000 active;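 active means primary inhibition above the hit cutoff, then over 50% inhibition at one or more dose response concentrations, cut at about 23% in these data, passing the limit was not always enough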;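 further: plate controls were DMSO full reaction for no effect and no enzyme background for full effect; strong numbers were not always called active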
# Autophagy mod: modulators of autophagy | AID 463193 | 0.98% of 190,000 active | calls only at 10 µM (by protocol) | MEF GFP-LC3 puncta imaging; test concentration mostly 10 µM;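 active means percentage of spot-positive cells more than 3 SD above its plate mean, without a fluorescence outlier flag or 80% toxicity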;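 further: spot-positive cell cutoff set from DMSO-treated cells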
# M17LAP inhibition: P. falciparum M17LAP inhibitors, primary screen, biochemical, fluorogenic H-Leu-NHMec substrate, 1536-well (AID 1619). recombinant M17LAP, H-Leu-NHMec fluorogenic kinetic assay; higher % means a stronger effect. 0.38% of 220,000 active. inhibition, % at 30 µM; hits with a dose series show IC50 in µM;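 active means compound inhibiting the enzyme by more than half at any dose during confirmatory dose-response retesting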;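 further: plate controls were full reaction with DMSO carrier for no effect and no enzyme background for full effect; strong numbers were not always called active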
# Dynein transport: blocks dynein driven cargo transport along microtubules; 3617.4 mouse cells, GR-EGFP nuclear translocation imaging; test concentration mostly 20 µM; stimulated with dexamethasone, 1 µM; stronger effect = lower value; z-score, hits read low; 0.47% of 220,000 active;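 active means plate z-score of nuclear minus cytoplasmic receptor signal below a set negative limit, without overly bright fluorescence or cell loss, cut at about -3.5 in these data, passing the limit was not always enough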;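 further: z-score of nuclear minus cytoplasmic ring GR-EGFP intensity difference per well; some compounds called inactive have numbers as strong as hits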
#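 medium = tetracycline-free induction medium containing charcoal-stripped FBS | probe or stimulus = dexamethasone, 1.0 µM final | timing = 48 h induction, then 1 h compound, then 30 min agonist, 37 °C | detection = automated 10x imaging of fixed Hoechst-stained cells | read-out basis = nuclear versus cytoplasmic GR-EGFP signal, averaged per well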
# Lipid droplet: hepatic lipid droplet formation modulation. AID 1656. inhibition, % at 6.5 µM. 0.4% of 240,000 active. AML12 mouse hepatocytes, oleate lipid droplets, BODIPY imaging;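 active means lipid droplet intensity inhibited by at least 50%, with more than 500 cells counted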
#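 Material – AML12 mouse liver cells · Also added – oleate loading, 100 µM · Compound dosing – 6.5 µM single-point dosing · Times – overnight treatment with compound plus oleate · Measured by – fluorescence imaging, 20x objective, two fields per well · Read-out – percent inhibition of filter-corrected integrated lipid droplet intensity per well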
# Dynein transport cytoplasmic EGFP: further read-out of Dynein transport, marked with its call; z-score; measured here: cytoplasmic GR-EGFP intensity; stronger effect = higher value
# Dynein transport nuclear GR-EGFP: second read-out of Dynein transport, no call of its own (marks repeat the call); z-score; measured here: nuclear GR-EGFP intensity;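 lower value marks the stronger effect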
# Dynein transport cell count: recorded beside Dynein transport, whose call it bears; z-score; measured here: cell count per field
# Insulin prom up cell count: second read-out of Insulin prom up, no call of its own (marks repeat the call); cell count; measured here: cytotoxicity, nuclei count;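 total cells summed across four imaged fields per well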
# Lipid droplet cells 6.5 µM: recorded beside Lipid droplet, whose call it bears; cell count; measured here: cell count, cytotoxicity flag;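 cells counted across two imaged fields per well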
# MT stabilize HCS Hoechst-high %: further read-out of MT stabilize HCS, marked with its call; % Hoechst-high responders; measured here: nuclear condensation Hoechst responders;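 share of cells brighter than vehicle mean plus two SD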
# MT stabilize HCS cytotoxicity %: second read-out of MT stabilize HCS, no call of its own (marks repeat the call); toxicity, %; measured here: cytotoxicity by cell density;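 0% = mean cell density of plate MIN control wells and 100% = no cells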
# Autophagy mod cell loss 18 h: second read-out of Autophagy mod, no call of its own (marks repeat the call); toxicity, %; measured here: cell loss, nuclei count;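 cell loss after 18 h compound exposure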
# The depositor's hits bear a star; i = inactive; x = not tested or not shown; + = active, no number.
# Order of values: MT stabilize HCS Hoechst-high %, Lipid droplet cells 6.5 µM, Lipid droplet, Dynein transport nuclear GR-EGFP, Yfh1-off respiration, Dynein transport cell count, Autophagy mod, Insulin prom up, MT stabilize HCS, M17LAP inhibition, Autophagy mod cell loss 18 h, CSM14.1 death rescue, Dynein transport, Insulin prom up cell count, MT stabilize HCS cytotoxicity %, Dynein transport cytoplasmic EGFP, M1AAP inhibition
- CC(=O)/C(=C/N(C)C)C(=O)Nc1ccc(Cl)cc1Cl
  1.7, 646, -1, -0.18, i, 0.72, i, x, 1.3, 1%, 8, -1.9%, -0.56, x, 9.9, -0.27, 5%
- O=c1ccccn1CCOc1ccccc1Cl
  2.2, 619, 1, -0.85, i, 0.58, i, 0.36, 3.6, 2%, 1, 0.2%, -1, 1341, 0.2, -0.25, 2%
- Cn1c(C(=O)O)cc2cc(F)ccc21
  1.6, 714, -18, 0.61, i, -1.7, i, 0.72, 3.5, x, 4, -1.5%, 1, 1002, 7.9, -0.32, x
- CC(=O)c1sc(-c2ccccc2)cc1N
  x, 715, 10, -0.0084, i, 0.2, x, -0.28, x, 11%, x, x, 0.025, 1327, x, -0.25, 4%
- CCOc1cc(CNn2cnnc2)cc(Br)c1OCC(=O)NC1CCCCC1
  0.3, 708, 24, 1.1, i, -0.33, i, x, 1.9, 4%, 0, 0.1%, 1.1, x, 15, -0.23, -4%
- O=C(Cn1c(C(F)(F)F)nc2ccccc21)Nc1ccccc1N1CCOCC1
  1.0, 760, -16, -0.34, i, 0.73, i, 0.3, 2.2, 3%, 1, -1.0%, -0.56, 910, 8.8, -0.3, 0%
- O=C(NC1CC1)C1CCN(C2CCN(C(=O)/C=C/c3cccs3)CC2)CC1
  1.7, 675, 3, 0.38, i, -1.2, i, -0.08, 3.8, 16%, -9, -0.8%, 0.66, 1502, 14, -0.22, -2%
- COc1ccc(Cl)cc1S(=O)(=O)Nc1ccncc1
  1.9, 684, -12, -0.38, i, -0.084, i, 0.04, 1.5, -11%, -14, 0.1%, -0.98, 1657, 9.8, -0.25, 6%
- CCOc1ccccc1-c1nc(-c2ccc(NC(=O)Cc3ccccc3OC)cc2)no1
  1.3, 702, 20, -0.27, i, 0.24, i, x, 1.1, -9%, -5, 2.3%, -0.33, x, 9.5, -0.23, 2%
- Cc1ccc(S(=O)(=O)N2CCCCC2)cc1NC(=S)NC(=O)c1ccco1
  x, 706, 8, 0.21, i, 0.64, x, 0.18, x, 0%, x, x, 0.28, 1111, x, -0.27, 3%
- Cc1ccc(S(=O)(=O)Nc2nsc(N)n2)cc1
  1.9, x, x, 1.3, i, -0.25, i, 1.1, 3.1, 5%, -49, 0.2%, 0.76, 1440, 0.9, -0.14, -2%
- O=C(NCCc1ccccc1)C1CCC(CNc2nc(=S)[nH]c3ccccc23)CC1 (centres undefined)
  2.0, 697, -1, 0.53, i, 0.068, i, -0.23, 4.5, 7%, 27, -0.3%, 1, 1304, 5.1, -0.09, -1%
- CCc1sc(NC(=O)CCC(=O)O)nc1-c1cc2ccccc2oc1=O
  2.6, 663, 6, 0.14, i, -0.22, i, -0.09, 3.6, 3%, -5, 5.6%, 0.035, 1342, 3.6, -0.3, 8%
- COc1cc(/C=N/Nc2nc3ccccc3[nH]2)cc(OC)c1O
  1.8, 578, -4, -0.32, i, 0.037, i, -0.99, 3.2, 19%, 2, -2.7%, -0.18, 1290, 2.9, -0.21, 14%
- Cn1c(SCc2cccc(F)c2)nnc1-c1cnccn1
  x, 751, 12, 0.68, i, -2.1, x, 0.17, x, 8%, x, x, 1.5, 1184, x, -0.13, 7%
- CC1=C(C(N)=O)C(c2cccs2)n2nc(-c3cccc(C)c3)nc2N1 (centres undefined)
  2.2, x, x, 0.1, i, 0.57, i, x, 3.0, 5%, -11, x, -0.14, x, 4.8, -0.24, -3%
- COC(=O)C(NC(=O)c1ccco1)(Nc1nc(C2CC2)cs1)C(F)(F)F (centres undefined)
  1.7, 691, -24, 0.67, i, -0.11, i, -0.11, 4.5, 4%, 12, -1.4%, 0.18, 1310, 0.2, -0.13, 8%
- COc1cc(=O)n(C)c2cc(N(C)C)ccc12
  3.1, 708, 3, -0.35, i, 0.2, i, 0.95, 3.3, -264%, -2, -0.7%, -0.59, 1356, 9.7, -0.24, 13%
- CCOc1ccc(NC(=O)C2C3CCC4C(CCC32)C4(Cl)Cl)cc1 (centres undefined)
  2.1, 683, 0, 0.06, i, 0.41, i, -0.49, 2.4, 9%, 23, -2.5%, -0.33, 1562, 8.0, -0.062, 5%
- Cc1ccc(CNC(=O)C2CCCN(S(C)(=O)=O)C2)cc1 (centres undefined)
  1.3, 766, -2, 0.031, i, -0.091, i, -0.25, 0.7, 3%, 1, -0.2%, -0.7, 884, 10, 0.75, 7%
- Cc1nn(C)c(C)c1NC(=O)Nc1ccc(Cl)c(Cl)c1
  2.0, 701, -5, -0.071, i, -0.66, i, -0.05, 2.5, -7%, 3, 0.1%, -0.25, 1304, 5.3, -0.083, 2%
- CCN(CC)CCOC(=O)c1ccc2c(c1)OCCO2
  1.7, 704, 5, 0.26, i, 0.51, i, -0.11, 2.0, -2%, -6, -1.0%, -0.015, 792, 6.5, 0.4, 6%
- CCOC(=O)C1C(=O)C=C(/C=C/c2ccc(N(C)C)cc2)CC1c1ccccc1 (centres undefined)
  2.2, 628, -5, 1.1, i, 0.58, +, 9.8*, 6.8, 1%, -2.4*, 2.1%, -9.9, 1481*, 15, 24, -1%
- COc1ccc2nc(Nc3nc4cc5c(cc4s3)OCO5)sc2c1
  1.8, 631, 5, -0.1, i, -0.82, i, 0.48, 6.1, -16%, -12, 2.5%, 0.6, 1359, 2.0, -0.25, -7%
- CC1(C)CC(=O)CC2(C1)NCC(c1ccccc1)c1c2[nH]c2ccccc12 (centres undefined)
  1.0, 676, -23, 0.11, i, 0.27, i, -0.76, 2.9, 8%, -6, -0.4%, 0.39, 1610, 12, -0.31, 0%
- Cc1ccc(N2C(=O)C(CN3CCCCC3)C2c2ccccc2)cc1 (centres undefined)
  1.8, 687, 29, -0.35, i, 0.81, i, -0.53, 1.9, -4%, -9, -2.0%, 0.038, 1494, 11, -0.24, 0%
- N/C(=N\OC(=O)Nc1ccc(Cl)c(Cl)c1)c1ncc(C(F)(F)F)cc1Cl
  1.3, 728, -31, -0.28, i, 0.51, i, x, 1.6, 7%, -3, -1.1%, -0.63, x, 13, -0.3, -2%
- COc1ccc2cc(C(N)=O)c(=Nc3ccccc3)oc2c1
  1.8, 743, 5, -0.11, i, 0.018, i, x, 1.2, -4%, -39, -0.6%, -0.33, x, 4.9, 0.057, 4%
- CS(=O)(=O)Nc1nnc(C2CCCC2)s1
  0.8, 659, 3, 0.84, i, -0.33, i, 0.74, 1.8, x, 1, -0.8%, 0.51, 1441, 4.3, 0.0041, x
- Cc1[nH]nc(N=CC2=C(O)CC(c3ccco3)CC2=O)c1-c1ccc(Cl)cc1 (centres undefined)
  1.7, 718, 2, 0.24, i, 1.2, i, 0.03, 1.6, -7%, 33, -2.3%, -0.76, 914, 10, 0.054, 4%
- Cc1nn(Cc2c(Cl)cccc2Cl)c(C)c1NC(=O)Cn1nc([N+](=O)[O-])c(Cl)c1C
  1.1, 676, 15, 0.71, i, -1.3, i, 0.12, 2.5, 7%, 9, -2.5%, 0.96, 1421, 4.1, -0.2, 7%
- CN1C(=O)C2(NCCc3c2[nH]c2ccccc32)c2ccccc21 (centres undefined)
  0.6, 719, -2, 1.8, i, -3.1, i, -0.07, 2.2, 5%, 5, -2.3%, 2.1, 937, 70, 0.25, 5%
- O=C(NCc1ccc(N2CCCC2=O)cc1)Nc1cccc(Cl)c1
  2.0, 715, -16, -0.13, i, -0.27, i, 0.44, 2.7, -3%, 8, -1.5%, 0.14, 1051, 3.6, -0.2, 8%
- CCC(C)NCCCOc1ccc([N+](=O)[O-])cc1 (centres undefined)
  2.7, 708, 41, 0.89, i, -0.25, i, x, 2.3, 7%, -48, -1.4%, -0.22, x, 4.5, -0.18, 5%
- OC1(c2ccc(Cl)cc2)CCN(Cc2cn[nH]c2-c2ccc(F)cc2)CC1
  x, x, x, -0.42, i, 0.42, x, -0.69, x, -2%, x, x, -0.37, 1268, x, -0.28, 2%
- CSc1ccccc1NC(=O)COc1ccc(Cl)cc1C
  1.3, 551, -25, 0.67, i, -0.68, i, -0.33, 3.2, -2%, -7, 2.0%, 0.63, 1414, 11, -0.16, 4%
- COc1cc(OC)cc(C(=O)N[C@H](C(=O)NC23CC4CC(CC(C4)C2)C3)C(C)C)c1
  1.2, 806, 2, 1.1, i, -1.2, i, -0.8, 1.5, -3%, -7, -1.1%, 1.1, 916, 7.7, 0.22, -1%
- Nc1ccccc1C(=O)N1CCCC1
  2.9, 731, 2, 0.068, i, 0.39, i, 0.27, 3.8, -3%, -29, -7.7%, -0.12, 1228, 10, -0.29, 7%
- Cc1ccc(NC(=O)c2oc3ccc(S(=O)(=O)N4CCC5(CC4)OCCO5)cc3c2C)cc1C
  2.1, 751, 0, 0.73, i, -0.49, i, -1.5, 2.5, 1%, 7, 0.7%, -0.31, 1065, 0.2, -0.23, -1%
- CC1CCN(S(=O)(=O)c2ccc(NC(=O)Cc3ccccc3)cc2)CC1
  2.2, 803, 9, 0.076, i, -0.43, i, x, 2.5, 2%, 4, 2.6%, -0.15, x, 1.9, -0.25, 7%
